SSB-PriA inh – blocks PriA binding to SSB C-terminal tail; AlphaScreen SSBct-PriA binding, biotinylated peptide; inhibition, % at 33 µM; 0.6% of 430,000 active; AID 1272365; in the data active = inhibition mostly above about 37%, no sharp cut-off; inactive = mostly below about 20%;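 note: plate controls were negative control peptide for no effect and reference peptide for full effect; strong numbers were not always called active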
Numbers without * were called inactive; & = joins results of further samples. The list is partial. The share of hits here may be higher or lower than overall.

Sample of the layout:
SMILES | SSB-PriA inh
Cc1ccc(S(=O)(=O)N(C)c2c(C)ccc(S(=O)(=O)NCc3ccco3)c2C)cc1 | 5
COc1cc(S(=O)(=O)NCc2ccccn2)ccc1Br | -12
CNC(=O)CSc1nc(N)c(NC(=O)c2ccco2)c(=O)[nH]1 | -2
Cc1ccc(NC(=O)c2cccn(C)c2=O)cc1N1CCCC1=O | -14
O=C(NCCn1nc(-c2ccncc2)ccc1=O)c1cccs1 | -10
CC(=NOCC(=O)NN=Cc1ccccc1)c1cccs1 | -6
COc1ccc(S(=O)(=O)N2CCCCC2CC(=O)Nc2nc3ccc(C)cc3s2)cc1 (stereo not given) | 22
COc1cccc(NC(=O)NCCSC2CCOCC2)c1OC | 10
CCOC(=O)NN=Cc1ccc(F)cc1 | -10
CC(=NNC(=O)CSc1nc2ccccc2s1)c1ccco1 | -3
Nc1ncnc(Nc2ccc(Oc3ccc(Cl)cc3)cc2)c1[N+](=O)[O-] | 2
CCOC(=O)c1ccsc1NC(=O)c1ccc(Br)s1 | 4
Cc1cc(C)cc(NC(=O)CCCOc2ccc(Cl)cc2)c1 | -40
Cc1ccc(SCCC(=O)NN=Cc2cccnc2)cc1 | -19
Cc1cccc(NC(=S)NN=Cc2cccn2Cc2ccc(F)cc2)c1 | 8
COc1ccc2ccccc2c1-c1c(OC)ccc2ccccc12 | 1
O=C(CCS(=O)(=O)c1ccc(F)cc1)Nc1nc(-c2cc(Cl)ccc2Cl)cs1 | -4
COc1ccc(Cl)cc1C(=O)Nc1c(C(=O)Nc2ccccc2F)oc2ccccc12 | -21
O=C(NCCn1ccc(-c2ccsc2)n1)C1CC1 | -13

The listing, from the start:
SMILES | SSB-PriA inh
Cc1ccc(S(=O)(=O)N(C)c2c(C)ccc(S(=O)(=O)NCc3ccco3)c2C)cc1 | 5
COc1cc(S(=O)(=O)NCc2ccccn2)ccc1Br | -12
CNC(=O)CSc1nc(N)c(NC(=O)c2ccco2)c(=O)[nH]1 | -2
Cc1ccc(NC(=O)c2cccn(C)c2=O)cc1N1CCCC1=O | -14
O=C(NCCn1nc(-c2ccncc2)ccc1=O)c1cccs1 | -10
CC(=NOCC(=O)NN=Cc1ccccc1)c1cccs1 | -6
COc1ccc(S(=O)(=O)N2CCCCC2CC(=O)Nc2nc3ccc(C)cc3s2)cc1 (stereo not given) | 22
COc1cccc(NC(=O)NCCSC2CCOCC2)c1OC | 10
CCOC(=O)NN=Cc1ccc(F)cc1 | -10
CC(=NNC(=O)CSc1nc2ccccc2s1)c1ccco1 | -3
Nc1ncnc(Nc2ccc(Oc3ccc(Cl)cc3)cc2)c1[N+](=O)[O-] | 2
CCOC(=O)c1ccsc1NC(=O)c1ccc(Br)s1 | 4
Cc1cc(C)cc(NC(=O)CCCOc2ccc(Cl)cc2)c1 | -40
Cc1ccc(SCCC(=O)NN=Cc2cccnc2)cc1 | -19
Cc1cccc(NC(=S)NN=Cc2cccn2Cc2ccc(F)cc2)c1 | 8
COc1ccc2ccccc2c1-c1c(OC)ccc2ccccc12 | 1
O=C(CCS(=O)(=O)c1ccc(F)cc1)Nc1nc(-c2cc(Cl)ccc2Cl)cs1 | -4
COc1ccc(Cl)cc1C(=O)Nc1c(C(=O)Nc2ccccc2F)oc2ccccc12 | -21
O=C(NCCn1ccc(-c2ccsc2)n1)C1CC1 | -13
O=c1ccc(-c2ccco2)nn1CCCNS(=O)(=O)/C=C/c1ccccc1 | -3
CCOc1ccc(CC(=O)N2CC[C@H](S(=O)(=O)C(C)(C)C)C2)cc1 | -9
CCOC(=O)c1nn(-c2ccc(C)cc2)c(=O)c2c(NC(=O)c3nc4ccccc4s3)scc12 | -13
COc1ccc(C)cc1Nc1nc(C(=O)Nc2nc(CC(N)=O)cs2)cs1 | 0&11
CCc1nc2ccc(C(=O)N3CCc4ncncc4C3)cc2s1 | -12
O=C(NC1CCN(c2nccs2)CC1)[C@@H]1CC=CCC1 | -10
O=C(O)C1CCCN(c2cc(-n3ccc4ccccc43)ncn2)C1 (stereo not given) | -7
Cc1cc(NC(=O)/C=C/c2ccccc2)on1 | -7
CCc1[nH]c2ccc(C(=O)O)cc2c1C | -10
O=C(Nc1nnc(-c2cc(Cl)ccc2Cl)o1)c1cc(-c2ccccc2)nc2ccccc12 | -22
Cc1cc(-c2n[nH]c(=S)n2N=Cc2c[nH]c3ccccc23)n[nH]1 | -1
Cc1cc(=O)n2c(-c3cccc(NC(=O)c4cccc5ccccc45)c3)csc2n1 | 1
C/C(C=NNC(=O)c1ccncc1)=C\c1ccccc1 | -17
COc1ccc(OC)c(-n2c(C)c(C)n3c4c(=O)n([C@@H](C)C(C)=O)c(=O)n(C)c4nc23)c1 | 0
O=C(NCC1CCN(c2ccncc2)CC1)c1ccc(Br)o1 | -8
COc1ccccc1N1CCN(C(=O)C2(c3cccs3)CCCC2)CC1 | -6&5
CCCn1c(=NC(=O)c2ccc(C(C)=O)cc2)sc2cc(S(N)(=O)=O)ccc21 | -7
Cc1ccc(N(CC(=O)NN=Cc2cc(C)n(-c3ccccc3C)c2C)S(C)(=O)=O)cc1 | 18
O=C(COc1ccccc1F)NCCN1CCN(c2ccccc2F)CC1 | -15
Cc1n[nH]c(C)c1S(=O)(=O)N1CCN(Cc2nc(-c3ccc(F)cc3)cs2)CC1 | -11
Cc1ccc([C@@H](O)CNC(=O)C(=O)NCc2cccs2)o1 | -12
CS(=O)(=O)N1CCC(C(=O)N2CCN(c3nc4ccc(OC(F)(F)F)cc4s3)CC2)CC1 | -4
O=C(NCCC1=CCCCC1)C(=O)Nc1ccc(Cl)cc1 | -8
COC(=O)c1ccc2c(=O)n(CC3CCN(Cc4ccccc4F)CC3)c(=S)[nH]c2c1 | 1
CC(CC(=O)C(F)(F)F)=NNC(=O)/C(C#N)=C/N(C)C | -13
CCN1CCN(CC(=O)Nc2ccc(Br)cc2)C(=O)C1=O | -6
COc1ccc(-c2nn(-c3ccccc3)cc2C=NNC(=O)c2cccc(S(=O)(=O)Nc3ccccc3OC)c2)cc1 | 0
Cc1cc(NC(=O)C(=O)NCCN2CCN(c3ccccc3F)CC2)c2ccccc2n1 | -4
N#Cc1c(NC(=O)CCSCCC(=O)Nc2sc3c(c2C#N)CCC3)sc2c1CCC2 | -6
O=C(Nc1cnc(-n2ccnc2)nc1)Nc1cccc(C(F)(F)F)c1 | -17
COc1ccc([C@H](CNC(=O)C(=O)Nc2ccc(C)c(Cl)c2)N2CCOCC2)cc1 | -8
O=C(COc1ccc(Cl)cc1Cl)Nc1nc(-c2cccs2)cs1 | -5
CS(=O)(=O)N1CCN(C(=O)C2CCCN(Cc3nc(-c4cccs4)no3)C2)CC1 (stereo not given) | -7
COc1ccc2cc(C(=O)NCCCn3ccc4cccnc43)[nH]c2c1 | 12
O=c1c(=O)n(-c2ccc3c(c2)OCO3)ccn1Cc1ccc(Cl)cc1 | -5&-2
O=c1oc2ccccc2n1Cc1nnc(-c2ccccc2)o1 | -14
O=C(Cc1csc(SCc2ccc(F)cc2)n1)Nc1ccc(Cl)cc1 | -33
COc1ncc(NC(=O)c2c(F)cccc2F)c(OC)n1 | 3
COc1cn(CC(=O)NCc2ccccc2Cl)c(CN2CCN(C(=O)c3ccco3)CC2)cc1=O | -1
COc1ccc(C=Nn2c(-c3cc(C)[nH]n3)n[nH]c2=S)cc1OC | -8
O=C(NCC1CCN(C(=O)c2ccoc2)CC1)C(=O)Nc1ccon1 | -17
Following part
SMILES | SSB-PriA inh
Cc1[nH]c(=O)n(C)c(=O)c1CCc1nnc(SCC(=O)Nc2cccc(Cl)c2)o1 | -8&9
CCS(=O)(=O)N1CCCc2cc(NC(=O)c3cccs3)ccc21 | -2
O=C(Nc1ccc(-c2ccc(N3CCCCCC3)nn2)cc1)c1cccs1 | 0
COC(=O)CCSCC(=O)Nc1nccs1 | -22
COc1ccc(Cl)cc1C(=O)Nn1cnc2c(cnn2-c2ccccc2)c1=O | 2
Cc1ccc(C(O)=C2C(=O)C(=O)N(CC(=O)O)C2c2ccc([N+](=O)[O-])cc2)cc1 (stereo not given) | -1
O=C1CN(C(=O)c2ccc3nsnc3c2)CCN1 | -9
COc1ccc(S(=O)(=O)NCCn2nc(-c3ccccc3)ccc2=O)cc1F | 9
COc1ccc(-c2csc(Cc3nc(-c4ccc(Cl)cc4)cs3)n2)cc1 | -6&-4
O=C(Cc1c[nH]c2ccccc12)N1CCCCC(c2ccccc2)C1 (stereo not given) | -8
Cc1nc(C)c(C(=O)N2CCN(c3cc(Nc4ccccn4)ncn3)CC2)s1 | -11
CC(C)Oc1ccc(C(=O)N[C@@H](C)Cc2ccoc2)cc1 | 7
COc1ccc(OC)c2[nH]c(=O)c(CCNC(=S)Nc3cccc(Br)c3)cc12 | -3
Cc1ccccc1NC(=NS(=O)(=O)c1cc(F)ccc1F)c1ccccc1 | 2
Cc1nc(-c2ccccc2F)sc1CNC(=O)NCc1cccs1 | -8
Cn1cc([N+](=O)[O-])c(C(=O)NN=Cc2ccc3c(c2)OCO3)n1 | 7
NC(=NOC(=O)/C=C/c1ccccc1Cl)c1ccncc1 | -12
CCCOc1ccc(C(=O)ON=C(CC)c2ccc(C)cc2)cc1 | -17
COc1cc(C=Nn2cnn(Cc3ccccc3Cl)c2=S)cc(OC)c1OC | -9
N#CC(Cn1c[n+](NC(=O)Nc2ccccc2)cn1)=NO | 4
Cc1nc2ccccc2c(=O)n1-c1cccc(NC(=O)CC(C)(C)C)c1 | -7
Cc1cc(NC(=O)c2ccc(S(=O)(=O)N(CC(C)C)CC(C)C)cc2)n(C)n1 | -2
COc1ccc(Cl)cc1NC(=O)c1cn(Cc2ccc(F)cc2)nc1OCc1ccc(F)cc1 | -6
CCC(=O)Nc1ccc(S(=O)(=O)NC[C@H](OC)c2cccc(F)c2)c(C)c1 | 1
Cc1ccc(O)c(C=NNC(=O)CN2CCCC2)c1 | 32
O=C(Cn1nc(-c2cccs2)ccc1=O)Nc1nc(-c2cccnc2)cs1 | 6
O=C(CCSc1ccccc1)NCC#CCN1CCCC1 | -13
COc1ccc(S(=O)(=O)NCCOc2cc(C)cc(C)c2)cc1F | -16&-11
Cc1cccc(C)c1N=Nc1ccc(O)c2ncccc12 | 39
COc1ccc(/C=C(\C#N)C(=O)Nc2nccs2)cc1 | -50

The final 2 entries of the section before lead into the next.
SMILES | SSB-PriA inh
Cc1cccc(C)c1N=Nc1ccc(O)c2ncccc12 | 39
COc1ccc(/C=C(\C#N)C(=O)Nc2nccs2)cc1 | -50
Cc1ccccc1C(=O)Oc1ccccc1/C=N\n1c(=O)c(C(C)(C)C)nn2cnnc12 | 18
O=C(Nc1ccccc1Cc1nc(-c2cnccn2)no1)c1cc(=O)c2ccccc2o1 | -13
Cn1cccc1CN(Cc1cccs1)S(=O)(=O)c1ccc2c(c1)CCO2 | 32
O=C1NC(=NS(=O)(=O)c2ccccc2)S/C1=C/c1cccnc1 | -11
Nc1nonc1-n1nnc(C(=O)NN=Cc2cccc(Cl)c2)c1-c1cccs1 | 11
CCCOc1c(C)cc(COCP(=O)(c2ccccc2)c2ccccc2)cc1CC(Cc1cc(COCP(=O)(c2ccccc2)c2ccccc2)cc(C)c1OCCC)(Cc1cc(COCP(=O)(c2ccccc2)c2ccccc2)cc(C)c1OCCC)Cc1cc(COCP(=O)(c2ccccc2)c2ccccc2)cc(C)c1OCCC | -5
CC(=Nn1c(C)nc2ccccc2c1=O)c1ccc(C)o1 | -7
Cn1c(NN=C2CCCc3ccccc32)nc2c1c(=O)n(Cc1ccc(F)cc1)c(=O)n2C | -8
COc1ccccc1NC(=O)C(=O)NN=C(C)CC(=O)Nc1ccccn1 | -9
COc1ccc2cc(C(=O)NCc3cc(C)oc3C)[nH]c2c1 | 10
O=C(CN1CC(c2nc(-c3cccc(C(F)(F)F)c3)no2)C1)NCc1ccco1 | -2
CCOC(=O)C(=NNc1ccccc1)c1csc(Nc2ccc(C)cc2)n1 | 19
Cc1nc(OCC(=O)NCc2nccc(N(C)C)n2)cc(-n2cccn2)n1 | 4
COc1cccc(Cn2nc(C(F)(F)F)n(C)c2=O)c1 | -24
Cc1ccccc1[C@@H]1CCN(S(=O)(=O)c2ccc(Cl)s2)CCS1 | -8
CC(C)(O)c1nc2ccccc2n1CC1CC1(Cl)Cl (stereo not given) | 5
COc1cccc(C=NNC(=S)Nc2cccc(C(=O)O)c2)c1O | 99
COc1nn(C)cc1C(=O)N1CCCN(S(=O)(=O)c2cnn(C)c2)CC1 | -4
Cc1cc(C)c(S(=O)(=O)Nc2nc3ccccc3[nH]2)c(C)c1 | 0
O=C(Nc1ccc(Br)cc1C(=O)c1ccccc1)c1ccc2c(c1)CCCC2 | -3
Cc1ccc(C(O)=C2C(=O)C(=O)N(c3cc(C)on3)C2c2cccc(Cl)c2)cc1 (stereo not given) | -11
O=C(NCCc1ccccc1)N1CCOC2(CCOCC2)C1 | -10
Cc1ccc2cc(CCNC(=S)Nc3ccc(C(F)(F)F)cc3)c(=O)[nH]c2c1 | -4
CN1CCCC(C(=O)N2CCCC(Oc3nccnc3C#N)C2)C1 (stereo not given) | -11
O=C(CSc1nccn1Cc1ccc2c(c1)OCO2)Nc1ccc2c(c1)OCCO2 | 11
COc1cccc2sc(OC3CN(C(=O)Cc4ccc5c(c4)OCO5)C3)nc12 | 8
COCC(=O)N1CCCc2ccc(NS(=O)(=O)CC(C)C)cc21 | -4
CC(=O)NC1=NN(C(C)=O)C2(S1)C(=O)N(CC(C)C)c1ccc(Br)cc12 (stereo not given) | 2
O=C(NN=Cc1cccs1)c1cc(-c2ccncc2)nc2ccccc12 | 8
CCOC(=O)c1c(NC(=O)CCS(=O)(=O)c2ccc(Cl)cc2)sc2c1CCCCC2 | -12
CCOc1ccc(Br)cc1C(C)=NNC1=NCCN1 | -10
Cc1ccccc1CSc1nc2c(sc(=S)n2-c2ccccc2)c(=O)n1C | -19
